LMPTP block: LMPTP phosphatase inhibitors, primary screen, biochemical, fluorescence intensity, uHTS. recombinant LMPTP-A, OMFP fluorogenic substrate. inhibition, % at 20 µM. actives 0.22% (n = 360,000);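 active means compounds that cut the enzyme signal by at least half of the control window in the single-dose screen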;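 further: plate controls were DMSO wells with enzyme plus substrate for no effect and substrate without enzyme for full effect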
Target sequence (P24666 whole entry, looked up): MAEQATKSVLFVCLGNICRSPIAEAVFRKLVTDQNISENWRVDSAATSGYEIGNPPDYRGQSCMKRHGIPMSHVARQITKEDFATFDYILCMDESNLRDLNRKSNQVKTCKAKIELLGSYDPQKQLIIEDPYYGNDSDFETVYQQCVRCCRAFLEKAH
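material = LMPTP-A | quantity = 0.625 nM enzyme | reagent = OMFP substrate, 400 µM final | buffer or medium = Bis-Tris pH 6.0, DTT, detergent | detection = endpoint fluorescence intensity from OMFP dephosphorylation | dosing = single 20 µM dose | read-out basis = % inhibition relative to no-enzyme and uninhibited control wells | control set = no-enzyme and uninhibited controls | timing = 50 min at room temperature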
Rpn11 inh: Rpn11 (PSMD14) deubiquitinase inhibitors, primary screen, biochemical, fluorescence polarization, uHTS; AID 588493, 2011; calls only at 20 µM; 26S proteasome non-ATPase regulatory subunit 14 (Homo sapiens), O00487; human 26S proteasome, Ub4-pepOG fluorescence polarization; 20S core pre-blocked with epoxomicin; actives 0.59% (n = 360,000);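 active means inhibition at 20 µM, scaled to each plate's controls, above about 33%, limit read from the data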
Scp1 inh: Scp-1 phosphatase inhibitors, primary screen, biochemical, colorimetric, uHTS. AID 493091, 2011. Carboxy-terminal domain RNA polymerase II polypeptide A small phosphatase 1 (Homo …. Recombinant Scp1, phosphopeptide, malachite green phosphate absorbance. actives 0.88% (n = 340,000). inhibition, % at 20 µM;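 active means inhibition above about 50% at 20 µM, limit read from the data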;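 further: plate controls were DMSO wells with enzyme for no effect and wells lacking enzyme for full effect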
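Test system: SCP-1 phosphatase catalytic domain, residues 76-261; measured by: colorimetric phosphate reagent with accelerator and stabiliser, absorbance at 630 nm; timing: enzyme reaction 45 min at room temperature, colour 5 min, stabilisation 30 min; also added: Phosphorylated 17-residue peptide substrate; compound dosing: one concentration, 20 µM, with 1.0% DMSO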
STEP block: STEP phosphatase inhibitors, primary screen, biochemical, fluorescence intensity, uHTS; Tyrosine-protein phosphatase non-receptor type 5 (Homo sapiens), P54829; recombinant STEP, OMFP fluorogenic substrate; inhibition, % at 20 µM; actives 0.25% (n = 360,000);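 active means inhibition at 20 µM, scaled per plate between control wells, above about 37%, limit read from the data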;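 further: 0% = DMSO with enzyme and substrate and 100% = substrate only without enzyme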
Target sequence (P54829 whole entry, looked up): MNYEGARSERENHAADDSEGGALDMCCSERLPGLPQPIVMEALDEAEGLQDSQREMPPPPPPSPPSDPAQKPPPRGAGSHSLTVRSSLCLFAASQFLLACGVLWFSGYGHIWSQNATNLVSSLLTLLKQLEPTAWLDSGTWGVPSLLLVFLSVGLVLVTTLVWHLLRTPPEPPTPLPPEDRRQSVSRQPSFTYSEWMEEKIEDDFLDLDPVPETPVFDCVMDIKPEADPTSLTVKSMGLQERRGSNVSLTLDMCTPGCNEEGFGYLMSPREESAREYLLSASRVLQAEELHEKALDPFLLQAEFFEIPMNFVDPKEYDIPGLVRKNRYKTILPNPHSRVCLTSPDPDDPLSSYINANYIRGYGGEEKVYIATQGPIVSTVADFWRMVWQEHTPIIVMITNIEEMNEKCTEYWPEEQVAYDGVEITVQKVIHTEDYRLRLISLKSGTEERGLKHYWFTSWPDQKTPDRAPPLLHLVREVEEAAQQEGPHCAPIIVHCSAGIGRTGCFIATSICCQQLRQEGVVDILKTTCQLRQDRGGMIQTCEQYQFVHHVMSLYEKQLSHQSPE
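System: isolated STEP enzyme; schedule: 20 min enzyme reaction at room temperature, protected from light; medium: Bis-Tris buffer pH 6.0, 2.5 mM DTT, 0.005% Tween 20; signal: fluorescence, 480/540 nm; dosing: single compound dose of 20 µM, 1% DMSO final; also added: OMFP substrate, 25 µM final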
NadD block: inhibitors of S. aureus NadD, primary screen, biochemical, colorimetric, uHTS. Nicotinate-nucleotide adenylyltransferase NadD (Staphylococcus aureus N315). purified NadD enzyme, colorimetric absorbance read-out. inhibition, % at 20 µM. actives 0.78% (n = 360,000). AID 602399, 2012; in the data active means inhibition above about 26%; further: some compounds past the cut are filed as inactive
NRP1-CendR mod: modulators of CendR peptide binding to NRP-1, primary screen, biochemical, fluorescence polarization, uHTS | Neuropilin-1 (Homo sapiens), O14786 | FAM-RPARPAR peptide binding to NRP-1 | inhibition, % at 25 µM | actives 0.85% (n = 360,000);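 active means inhibition or corrected inhibition above about 18%, plus a signal ratio from 0.5 to 1.5, limit read from the data, passing the limit was not always enough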; further: strong numbers were not always called active
DNMT1 inh: human DNMT1 methyltransferase inhibitors, primary screen, biochemical, molecular beacon, fluorescence, HinP1I cleavage, uHTS. DNA (cytosine-5)-methyltransferase 1 (Homo sapiens), P26358. inhibition (reported as % activation of signal), % at 10 µM. actives 0.83% (n = 360,000); in the data active means inhibition above about 50%
SUMO1-SIM PPI: modulators of SUMO1 protein-protein interactions, primary screen, biochemical, uHTS. Small ubiquitin-related modifier 1 (Homo sapiens), P63165. SUMO1 binding to a labelled peptide, TR-FRET, 1 h. inhibition, % at 20 µM. actives 0.33% (n = 360,000); in the data active means inhibition above about 37%
Target sequence (P63165 whole entry, looked up): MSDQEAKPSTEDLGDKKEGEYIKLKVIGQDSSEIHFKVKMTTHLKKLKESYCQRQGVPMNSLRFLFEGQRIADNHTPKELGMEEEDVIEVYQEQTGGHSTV
SKN-1 block: suppressors of acrylamide-induced Pgst-4::GFP reporter in worms, primary screen, SKN-1 inhibitor project, whole organism, uHTS, GFP/RFP fluorescence ratio, strain VP596. C. elegans VP596 Pgst-4::GFP/RFP ratio, 24 h. inhibition, % at 21.8 µM. actives 0.49% (n = 360,000). AID 624304, 2012;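 active means interference check ratio from 0.5 to 1.5 plus GFP to RFP signal ratio inhibition reaching or exceeding a fixed threshold, cut at about 30% in these data, passing the limit was not always enough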; further: some compounds called inactive have numbers as strong as hits
MT1-MMP act inh: blockers of MT1-MMP proenzyme processing, primary screen, HT1080 RFP-PRO-GFP cells, GFP/RFP fluorescence; actives 0.061% (n = 360,000); GFP/RFP ratio fluorescence, overnight; percent of plate control window, DMSO zero; GFP/RFP ratio change, % at 20 µM;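 active means GFP/RFP ratio change of at least 30% with cell ATP level not reduced by more than half and red fluorescence within 50% of control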; further: strong numbers were not always called active
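Test system: HT1080 cells expressing an RFP-PRO-GFP fluorescent reporter construct / Compound dosing: single-point 20 µM compound, 1% DMSO / Schedule: cells overnight before dosing, compound overnight, 37 °C, 5% CO2 / Evaluation: GFP/RFP fluorescence ratio / Control set: DMSO and RFP-L50D-GFP cell wells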
Active calls of the source: *; i = inactive; nt = not tested or not shown.

LMPTP block	Rpn11 inh	mol	Scp1 inh	STEP block	NadD block	NRP1-CendR mod	DNMT1 inh	SUMO1-SIM PPI	SKN-1 block	MT1-MMP act inh
-0.3	i	Fc1cccc(Cc2c(-c3ccco3)nc3c(Cl)cc(C(F)(F)F)cn23)c1	nt	-2	15	-18	6	0	-10	3
0.3	i	C[C@H](CO)N1C[C@H](C)[C@@H](CN(C)S(C)(=O)=O)Oc2ccc(NC(=O)NC3CCCCC3)cc2C1=O	-4	0	-2	31*	-1	-1	6	-1
-0.2	i	COc1cccc(C(O)c2ncc(-c3ccccc3Cl)[nH]2)c1 (stereo not given)	nt	-2	-9	-25	0	6	3	0
0.1	i	CCN1CCN(c2ccc(NC(=O)c3cccnc3)cc2Cl)CC1	-3	-4	3	-8	-1	-1	3	-6
0.0	i	CC(=O)c1cc(-c2ccccc2)n(CC(=O)NCc2cccs2)c1C	0	7	1	-6	-1	2	-3	-1
1.3	i	CN1CCN(c2nc(-c3ccc(Cl)cc3)nc3ccccc23)CC1	-19	2	-12	-2	7	-1	5	-6
1.6	i	O=C(Cc1ccc(S(=O)(=O)N2CCOCC2)s1)N1CCN(S(=O)(=O)c2cccc(Cl)c2)CC1	-1	0	5	-8	-1	-3	-8	-7
-1.0	i	CC(C)(C)CC(=O)Nc1ccc(Nc2ccccc2)cc1	-5	0	-3	6	3	0	-1	4
-1.1	i	COC(=O)c1cc(Cl)c(NS(=O)(=O)c2ccccc2)cc1OC	-6	0	4	-11	6	31	19	2
-2.8	i	CCOC(=O)N1CCC(Nc2c(OCC)c(=O)c2=O)CC1	-16	-1	-3	3	1	0	3	1
-1.8	i	Cc1cc(N2CCN(C/C=C/c3ccccc3)CC2)n2ncnc2n1	-11	3	3	-5	0	4	-14	2
-2.0	i	COc1ccccc1NC(=O)CSc1nnnn1-c1ccc(C(=O)O)cc1	15	-1	-10	0	0	-4	-2	1
0.4	i	COc1ccc(-c2nsc(C(=O)N(c3ccc(F)cc3)C(C(=O)NC3CCCC3)c3ccc(OC)cc3)c2N)cc1 (stereo not given)	-7	3	19	-12	1	0	8	-18
-0.6	i	CC(C)(C)c1ccc(COC(=O)CNC(=O)CNC(=O)Cc2ccccc2)cc1	-3	-1	-4	-5	-3	3	6	3
0.0	i	O=C(COC(=O)CCCNC(=O)c1ccc(Cl)cc1)NCc1ccccc1Cl	-5	-1	1	4	2	-6	-11	2
0.5	i	COc1ccc(OCCOC(=O)CNC(=O)c2ccc(Cl)cc2Cl)cc1	-9	1	-2	-10	-1	-2	9	-1
0.3	i	CCC(=NNS(=O)(=O)c1ccc(C)cc1)c1ccccc1	nt	2	-1	-4	3	2	-3	-4
-2.6	i	O=C(C[n+]1ccccc1)Nc1nc2ccccc2s1	-6	1	1	13	5	10	3	2
-0.6	i	Cc1onc(-c2ccccc2)c1C(=O)Nc1nnc(CC(C)C)s1	-1	0	-3	13	3	3	11	-1
1.4	i	O=C(Nc1ccc(Cl)cc1)C1Cc2c(-c3cccc(F)c3)ccnc2O1 (stereo not given)	nt	-4	-2	-8	4	-4	18	10
-1.3	i	CC(C)c1nnc(NC(=O)c2cccnc2)s1	4	-4	5	18	0	0	-6	-5
-2.8	i	CC(C)C[C@H](NC(=O)N1c2ccccc2NC(=O)[C@@H]1C(C)C)C(=O)N[C@@H](Cc1ccccc1)C(=O)O	4	2	-1	2	3	3	4	0
6.2	i	N#C/C(=C(/O)C(Cl)c1ccccc1)c1nc2ccccc2s1 (stereo not given)	-8	2	8	-17	-9	-7	0	0
-0.9	i	COc1ccc(N2CCN(C(=O)CCC(=O)N3CC(C)Oc4ccc(C)cc43)CC2)cc1 (stereo not given)	-1	2	3	3	-2	-3	-1	7
-3.4	i	O=C(O)c1ccc(-c2noc(-c3ccccc3C(F)(F)F)n2)cc1	-4	-1	1	-18	6	10	-8	-9
-1.2	i	CCC(C)NC(=O)Cn1c(=O)n(CCCC(=O)NCc2ccccc2Cl)c(=O)c2ccccc21 (stereo not given)	-8	1	-2	4	4	-2	5	4
-0.1	i	Cc1nnc(SCC(=O)Nc2ccc(N(C)C)cc2)n(N)c1=O	-1	-2	-2	9	1	3	7	1
1.4	i	Cc1nc(NC(=O)CC(C)C)sc1-c1csc(Nc2ccc(Cl)cc2Cl)n1	2	-3	26	-13	-28	4	-6	5
-1.2	i	Cc1csc(=O)n1CCC(=O)OCC(=O)c1c(N)n(C)c(=O)n(C)c1=O	1	0	-6	-5	3	5	-6	2
-1.5	i	O=[N+]([O-])c1ccc(Cl)cc1NCCCN1CCOCC1	-7	-1	-5	18	2	-33	12	6
0.5	i	O=C(O)/C=C/c1cn(-c2ccccc2)nc1-c1cc2ccccc2o1	0	1	5	-1	-14	-19	3	5
0.7	i	C=CCn1c(SCC(=O)Nc2ccccc2-c2ccccc2)nc2cc(C(=O)O)ccc2c1=O	-5	2	0	-15	0	0	3	-2
0.9	i	O=c1c(-c2ccccc2Cl)coc2c(CN3CCCCC3)c(O)ccc12	-7	-2	0	1	0	-2	2	2
0.0	i	O=C(CSc1ccccc1)Nc1ccc2sccc2c1	-11	0	-8	17	0	5	13	-1
-0.8	i	COc1ccc(-c2nnc(SCC(=O)NC3CCCC3)n2C)cc1	-10	1	-2	5	2	2	5	0
-2.5	i	Cc1ccc(C(=O)NCCCn2ccnc2)cc1C	-14	-2	-5	9	5	-1	-15	2
-1.8	i	COc1ccccc1C(=O)Nc1ccc(Nc2ccccc2)cc1	-3	-1	-3	1	-1	0	8	3
1.5	i	COc1ccccc1C(=O)NCCC(=O)Nc1ccc(S(=O)(=O)N2C(C)CCCC2C)cc1 (stereo not given)	-13	-3	-7	-5	-5	2	17	1
5.1	i	COc1ccc(/C=N/Nc2nc(-c3ccc(Cl)cc3)cc(C(F)(F)F)n2)cc1OC	-4	-3	-3	-9	-4	3	14	-6
0.1	i	Cc1ccc(NC(=O)Nn2cnnc2)cc1Cl	-6	-2	-2	18	2	49*	27	-1
-0.1	i	Cc1ccccc1NC(=O)CSc1nnc(Cc2cccn2C)n1-c1ccc(F)cc1	3	1	-3	0	1	0	22	1
-1.3	i	COc1ccc(CCNC(=O)c2ccc(CS(=O)Cc3ccc(C)cc3)o2)cc1OC (stereo not given)	-2	-1	-5	7	1	2	8	6
0.6	i	COc1cc(/C=N/Nc2nc(C)cc(=O)[nH]2)cc(OC)c1O	-5	1	-3	8	-2	-9	12	1

Structures listed above marked active in NRP1-CendR mod.
LMPTP block	Rpn11 inh	mol	Scp1 inh	STEP block	NadD block	NRP1-CendR mod	DNMT1 inh	SUMO1-SIM PPI	SKN-1 block	MT1-MMP act inh
0.3	i	C[C@H](CO)N1C[C@H](C)[C@@H](CN(C)S(C)(=O)=O)Oc2ccc(NC(=O)NC3CCCCC3)cc2C1=O	-4	0	-2	31*	-1	-1	6	-1

A section of the results above, as a working copy:
LMPTP block	Rpn11 inh	mol	Scp1 inh	STEP block	NadD block	NRP1-CendR mod	DNMT1 inh	SUMO1-SIM PPI	SKN-1 block	MT1-MMP act inh
0.5	i	O=C(O)/C=C/c1cn(-c2ccccc2)nc1-c1cc2ccccc2o1	0	1	5	-1	-14	-19	3	5
0.7	i	C=CCn1c(SCC(=O)Nc2ccccc2-c2ccccc2)nc2cc(C(=O)O)ccc2c1=O	-5	2	0	-15	0	0	3	-2
0.9	i	O=c1c(-c2ccccc2Cl)coc2c(CN3CCCCC3)c(O)ccc12	-7	-2	0	1	0	-2	2	2
0.0	i	O=C(CSc1ccccc1)Nc1ccc2sccc2c1	-11	0	-8	17	0	5	13	-1
-0.8	i	COc1ccc(-c2nnc(SCC(=O)NC3CCCC3)n2C)cc1	-10	1	-2	5	2	2	5	0
-2.5	i	Cc1ccc(C(=O)NCCCn2ccnc2)cc1C	-14	-2	-5	9	5	-1	-15	2
-1.8	i	COc1ccccc1C(=O)Nc1ccc(Nc2ccccc2)cc1	-3	-1	-3	1	-1	0	8	3
1.5	i	COc1ccccc1C(=O)NCCC(=O)Nc1ccc(S(=O)(=O)N2C(C)CCCC2C)cc1 (stereo not given)	-13	-3	-7	-5	-5	2	17	1
5.1	i	COc1ccc(/C=N/Nc2nc(-c3ccc(Cl)cc3)cc(C(F)(F)F)n2)cc1OC	-4	-3	-3	-9	-4	3	14	-6

Assay outcomes (PubChem)
